Screens: PubChem, National Center for Advancing Translational Sciences (NCATS)
Tb PFK inh – T. brucei PFK enzyme inhibition | O15648 | T. brucei PFK, ADP-Glo luminescence | Potency, µM (titrated, usually from 57.5 µM), inactives show at the top dose activity, negative = inhibition, hits mostly inhibitors | 330,000 compounds, 0.17% hits | AID 485367;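 note: potency is the fitted concentration of half-maximal effect; 0% = uninhibited 1x PFK enzyme wells and -100% = no-enzyme wells; nearly all actives have a fitted effect of over 60% in size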
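Activity is normalized to no-enzyme wells (full inhibition) and 1.25 nM enzyme wells (no inhibition). Reaction: 0.5 mM F6P, 0.1 mM ATP, 45 min RT, ADP-Glo luminescence; concentration-response curves fitted and classed by quality.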
Mito fusion act – mitochondrial division inhibition or fusion activation. S. cerevisiae fusion-defective mutant growth rescue, CellTiterGlo 48 h. Potency, µM (doses to about 46.1 µM), inactives show at the top dose growth rescue (activation), usual class: activators. 320,000 compounds, 0.23% hits. AID 485298;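 note: potency is the fitted concentration of half-maximal effect; % of control where 0% means no effect; nearly all actives have a fitted effect of over 45% in size; temperature-sensitive fusion mutants such as fzo1-1 at 37 °C on non-fermentable ethanol glycerol medium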
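Compounds are tested for their ability to restore growth of mitochondrial fusion-defective yeast strains at non-permissive 37C in YPEG medium over 48 hours. Viability is quantified by luciferase luminescence.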
TSHR antagonist – human thyrotropin receptor antagonism; P16473; 330,000 compounds, 0.2% hits; activity change, negative = inhibition, % at 11.5 µM; TSHR-expressing cells, TSH-stimulated cAMP HTRF, 2 h; hits give low values;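 active = activity change below a set negative limit, meaning inhibition stronger than a set level, cut at about -70% in these data; inconclusive = activity change between two set negative limits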; note: % is set by controls: 0 for no effect and ±100 for the full control effect
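TSHR-expressing cells were treated with compounds, then stimulated with TSH at EC80 (4nM final) for 2 hours at 37 deg C. Cellular cAMP was measured by HTRF competition between lysate cAMP and cAMP-d2 for a cryptate-labelled anti-cAMP antibody.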
Eya2 inh – inhibitors of human Eya2 phosphatase activity. 330,000 compounds, 0.006% hits. O00167. recombinant Eya2, OMFP fluorescence dephosphorylation (OMFP is methylfluorescein phosphate). Potency, µM (series often up to 76.9 µM), inactives show at the top dose activity, negative = inhibition, hits mostly inhibitors; note: potency is the fitted concentration of half-maximal effect; % is set by controls: 0 for no effect and ±100 for the full control effect
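Eya2 protein (added as 0.2 uM solution) was preincubated with compound for 10 min at ambient temperature in 50 mM HEPES pH 7.5, 50 mM NaCl, 5 uM MgCl2, 0.05% BSA, 1 mM DTT. OMFP (added at 50 uM) then reacted 10 min; fluorescence read at 485/525 nm.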
TCR activator – T cell receptor activation; primary human leukocytes, anti-CD3, IL-2 HTRF, 48 h; Potency, µM (highest dose often 9.22 µM), for inactives: top-dose activation of IL-2 secretion, usual class: activators; 330,000 tested, under 10 active; AID 504894; note: % of control where 0% means no effect
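TCR engagement came from a-CD3 beads alone, with compounds added to primary human leukocytes for 48 hr. Secreted IL-2 bridged europium cryptate- and d2-labelled anti-IL-2 antibodies, giving FRET emission at 665nm after 320nm excitation.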
ASM inhibitor – inhibitors of human secretory acid sphingomyelinase | P17405 | placental ASM, HMU-PC fluorogenic substrate, 60 min | Potency, µM (doses to about 57.5 µM), without a hit: at the top dose activity change, negative = inhibition, most hits filed as inhibitors | 340,000 compounds, 0.006% hits; note: potency is the fitted concentration of half-maximal effect
Target sequence (P17405 47-631 limits assumed): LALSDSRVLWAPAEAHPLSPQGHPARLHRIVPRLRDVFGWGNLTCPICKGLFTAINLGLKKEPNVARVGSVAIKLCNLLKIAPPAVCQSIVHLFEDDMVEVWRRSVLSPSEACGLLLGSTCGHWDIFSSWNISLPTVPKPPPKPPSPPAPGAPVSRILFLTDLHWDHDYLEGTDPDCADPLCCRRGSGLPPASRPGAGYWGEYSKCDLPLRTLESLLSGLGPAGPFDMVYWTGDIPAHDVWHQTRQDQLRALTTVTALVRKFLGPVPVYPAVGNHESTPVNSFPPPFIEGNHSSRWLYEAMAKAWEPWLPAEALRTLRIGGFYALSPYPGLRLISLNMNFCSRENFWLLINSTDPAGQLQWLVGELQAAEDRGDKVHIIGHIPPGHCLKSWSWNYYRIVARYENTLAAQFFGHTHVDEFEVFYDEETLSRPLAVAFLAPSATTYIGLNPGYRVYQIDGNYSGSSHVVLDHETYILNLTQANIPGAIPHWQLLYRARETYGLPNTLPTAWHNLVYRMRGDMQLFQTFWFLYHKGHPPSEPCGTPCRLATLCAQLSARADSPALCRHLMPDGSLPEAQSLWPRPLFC
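HMU-PC0 cleavage (9 uM final) by human placental ASM, 60 min at 37 °C following 10 min compound exposure at RT; stopped at pH 10, fluorescence Ex 386/Em 447 nm.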
TSG101-PTAP inh – blocks PTAP/TSG101 interaction to inhibit HIV-1 budding. Q99816. AID 493005. 340,000 tested, under 10 active. Potency, µM (titrated, usually from 115 µM), for the others: at the highest dose activity change, negative = inhibition, hits mostly inhibitors. Fluorescence polarization, FITC-PTAP peptide / Tsg101 binding; active = well fitted inhibition curve with a large enough effect in the main read-out, with a control signal flat, not every such curve was filed as active; inconclusive = small, poorly fitted or top-dose-only effect, or effect the other way, or a change in a side signal; inactive = no such curve, though single readings can be large or run the other way; note: potency is the fitted concentration of half-maximal effect; % of control where 0% means no effect
Target sequence (Q99816 whole entry, looked up): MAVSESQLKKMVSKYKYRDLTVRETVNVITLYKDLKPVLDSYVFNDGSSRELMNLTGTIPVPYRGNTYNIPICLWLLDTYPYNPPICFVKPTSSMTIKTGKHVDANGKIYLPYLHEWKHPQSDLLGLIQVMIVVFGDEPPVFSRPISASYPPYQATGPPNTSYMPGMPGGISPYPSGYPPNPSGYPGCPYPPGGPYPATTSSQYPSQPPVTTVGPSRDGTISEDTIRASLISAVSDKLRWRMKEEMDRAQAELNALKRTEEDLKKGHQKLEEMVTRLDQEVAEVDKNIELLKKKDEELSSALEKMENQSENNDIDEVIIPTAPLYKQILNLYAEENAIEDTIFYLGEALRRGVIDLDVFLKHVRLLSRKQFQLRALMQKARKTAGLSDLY
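Compounds were pin-transferred onto Tsg101 binding domain (10 uM final) in HEPES pH 7.5 buffer, then FITC-PTAP peptide was added at 50 nM final. After 20 min at RT, polarization reported peptide displacement across a qHTS concentration series.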
ELG1 repair inh – ELG1-dependent DNA repair inhibition; HEK293T ELG1-luciferase reporter, luminescence, 16 h; DNA damage induced by 5-fluorouridine; Potency, µM (highest dose often 46.1 µM), for inactives: at the top dose activity change, negative = inhibition, actives largely listed as inhibitors; 330,000 compounds, 2.3% hits; note: potency is the fitted concentration of half-maximal effect; % is set by controls: 0 for no effect and ±100 for the full control effect; nearly all actives have a fitted effect of over 55% in size
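Quantitative HTS, concentration-response format. 2,000 cells/well co-treated with 5-fluorouridine and compound, 16 hr in 5% CO2 at 37 °C; ONE-Glo luminescence read after 30 min.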
Integrin act MD – integrin-mediated muscular dystrophy alleviation activation; alpha7betagal myoblasts, beta-gal FDG fluorescence, 48 h; Potency, µM (top dose mostly 38.3 µM), for the others: top-dose activation, usual class: activators; 350,000 compounds, 0.064% hits;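 note: potency is the fitted concentration of half-maximal effect; 100% = response of the positive control SU9516; nearly all actives have a fitted effect of over 60% in size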
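Alpha7betagal+/- myoblasts (passage 13) were plated 16-24 hr, then exposed to compounds (1:260 dilution of DMSO stock) for 48 hours at 37C. After MPER lysis, β-galactosidase reporter activity was read as FDG fluorescence (ex 480/em 540) after 30 minutes.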
BCR signal inh – inhibitors of chronic active B-cell receptor signaling; 340,000 compounds, 0.05% hits; AID 493014; ABC-DLBCL IkBa-CBG/CBR reporter, luminescence ratio, 4 h; Potency, µM (titrated, usually from 46.1 µM), for inactives: at the highest dose ratio change, negative = lower green/red ratio, hits mostly inhibitors; active = well fitted inhibition curve with a large enough effect in the signal ratio, with a control signal flat, not every such curve was filed as active; inconclusive = small, poorly fitted or top-dose-only effect, or effect the other way, or a change in a side signal; the % refers to the signal ratio;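 note: potency is the fitted concentration of half-maximal effect; plate controls were basal doxycycline-induced cells for no effect and cells given 10 µM MG132 for full effect; MG132 reads +100%, hits lower the ratio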
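Doxycycline induced both beetle luciferases in TMD8 lymphoma cells; IKK-driven degradation limits the IkappaBalpha-fused green signal, while red luminescence normalises for cell number and nonspecific effects. Compounds tested up to 46 uM, 4 hrs.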
A-T KAP1 phos – candidate therapy for ataxia-telangiectasia; 320,000 compounds, 0.19% hits; AID 485349; Potency, µM (titrated, usually from 57.5 µM), without a hit: at the highest dose activation, most hits filed as activators; […] A-T fibroblasts, KAP-1 phosphorylation AlphaLISA; neocarzinostatin DNA damage 30 min before lysis; note: potency is the fitted concentration of half-maximal effect; % of control where 0% means no effect; nearly all actives have a fitted effect of over 45% in size
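ATM-like activity read as KAP-1 phosphorylation via AlphaLISA donor/acceptor antibody pairs after lysis and 6 hr at 25C. Cells were ATM-null patient fibroblasts ([…], hTERT), dosed 60 min, then exposed to the DSB inducer NCS for 30 min.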
Starred values were filed as active, the others as inactive; [ ] = remark or other dose. Unless noted, calls come from the whole dose curve; as a rule, active = well fitted curve in the direction sought with a large enough effect; inconclusive = small, poorly fitted or top-dose-only effect, or another doubt; inactive = no such curve, though single readings can be large; an effect the other way counts as inactive or inconclusive.

Screening N#CCSc1n[nH]c2nc3c(c(=O)n12)C1(CCCC1)Cc1ccccc1-3 returned Tb PFK inh 0.4%, Mito fusion act 13.0%, TSHR antagonist -4.1, Eya2 inh 13.6%, TCR activator 0.4%, TSG101-PTAP inh -3.3%, ELG1 repair inh inconclusive, Integrin act MD -6.4%, BCR signal inh inconclusive and A-T KAP1 phos 12.0%.
COc1ccc2oc(=O)c(-c3csc(Nc4cccc(O)c4)n3)cc2c1 was read as Tb PFK inh 0.7%, Mito fusion act 15.8µM*, TSHR antagonist -11.1, Eya2 inh 2.6%, TCR activator -6.9%[46.1 µM], ASM inhibitor 9.9%, TSG101-PTAP inh -0.4%, ELG1 repair inh 25.9µM*, Integrin act MD -5.6%, BCR signal inh inconclusive and A-T KAP1 phos 6.8%.
Screening COc1ccc2nc(COC(=O)c3cccc([N+](=O)[O-])c3)c(C(C)=O)[n+]([O-])c2c1 returned Tb PFK inh 0.3%, Mito fusion act -4.2%, TSHR antagonist -8.8, Eya2 inh -2.1%, TCR activator -0.7%, ASM inhibitor 20.1%, TSG101-PTAP inh -2.4%, ELG1 repair inh -13.8%, Integrin act MD 20.1%, BCR signal inh -4.7% and A-T KAP1 phos 2.7%.
`O=C(CS(=O)(=O)c1ccccc1)NC1CCCCC1` gave Tb PFK inh -0.9%, Mito fusion act 0.6%, TSHR antagonist -2.4, Eya2 inh -15.3%, TCR activator 2.5%, ASM inhibitor 2.8%, TSG101-PTAP inh -3.3%, ELG1 repair inh -12.9%, Integrin act MD 9.3%, BCR signal inh 5.3% and A-T KAP1 phos 0.4%.
Cc1cccc(-n2ncc(C#N)c2N)c1 was read as Tb PFK inh 0.6%, Mito fusion act -7.4%, TSHR antagonist -0.7, Eya2 inh -24.9%, TCR activator -2.4%, ASM inhibitor 2.5%, TSG101-PTAP inh -0.9%, ELG1 repair inh 7.1%, Integrin act MD 20.4%, BCR signal inh -1.3% and A-T KAP1 phos 5.0%.
`CCOc1ccccc1OCCCC(=O)NC1CCCc2ccccc21` (stereo not given) gave Tb PFK inh 5.8%, Mito fusion act 10.6%, TSHR antagonist 10.7, Eya2 inh -2.8%, TCR activator 0.7%[46.1 µM], ASM inhibitor 2.7%, TSG101-PTAP inh -0.4%, ELG1 repair inh -17.5%, Integrin act MD 11.1%, BCR signal inh -1.8% and A-T KAP1 phos 0.8%.
`COc1cc(OC)cc(-c2nc(N)n[nH]2)c1` gave Tb PFK inh -19.3%, Mito fusion act 1.0%, TSHR antagonist 1.7, Eya2 inh 3.5%, TCR activator 0.4%, ASM inhibitor 1.7%, TSG101-PTAP inh -9.4%, ELG1 repair inh inconclusive, Integrin act MD -22.6%, BCR signal inh inconclusive and A-T KAP1 phos 12.1%.
For O=C1C=C(c2ccc(-c3ccccc3)c(F)c2)C[C@@H](c2ccc(F)cc2)C1 the results were Tb PFK inh -0.1%, Mito fusion act 3.1%, TSHR antagonist -5.9, Eya2 inh 4.6%, TCR activator 2.9%, ASM inhibitor -10.3%, ELG1 repair inh -15.0%, Integrin act MD 28.5%, BCR signal inh -15.0% and A-T KAP1 phos 0.8%.
Screening COc1ccc(CNC(=O)CN2C(=O)CC(c3ccccc3)=Nc3ccccc32)cc1 returned Tb PFK inh 0.3%, Mito fusion act -10.8%, TSHR antagonist -7.6, Eya2 inh 16.7%, TCR activator 5.4%, ASM inhibitor -1.8%, TSG101-PTAP inh -1.5%, ELG1 repair inh -9.6%, Integrin act MD 8.9%, BCR signal inh 6.5% and A-T KAP1 phos 3.0%.
`O=C(Nc1ccc(S(=O)(=O)N2CCOCC2)cc1)c1ccccc1F` gave Tb PFK inh -1.8%, Mito fusion act 0.6%, TSHR antagonist -6.2, Eya2 inh -2.5%, TCR activator -2.0%, ASM inhibitor -0.8%, TSG101-PTAP inh -1.8%, ELG1 repair inh 0.2%, Integrin act MD 10.0%, BCR signal inh -3.5% and A-T KAP1 phos -4.4%.
Screening COc1ccccc1C(N)=S returned Tb PFK inh -0.2%, Mito fusion act -10.2%, TSHR antagonist 9.0, Eya2 inh -0.7%, TCR activator 1.5%[46.1 µM], ASM inhibitor -0.4%, TSG101-PTAP inh -0.6%, ELG1 repair inh 0.4%, Integrin act MD 15.4%, BCR signal inh -2.6% and A-T KAP1 phos -4.3%.
Screening COc1ccc(/C=C2\CCCC(C(=O)C(F)(F)F)=C2O)cc1OC returned Tb PFK inh -1.1%, Mito fusion act 19.4%, TSHR antagonist -11.2, Eya2 inh 0.5%, ELG1 repair inh inconclusive, BCR signal inh inconclusive and A-T KAP1 phos 4.9%.
O=C(CN(CC1CCCO1)C(=O)CNS(=O)(=O)c1ccc(Cl)cc1)NCc1ccc(F)cc1 (stereo not given) was read as Tb PFK inh 8.6%, Mito fusion act 1.8%, TSHR antagonist 5.6, Eya2 inh 4.2%, TCR activator -2.6%, ASM inhibitor 0.7%, TSG101-PTAP inh -7.5%, ELG1 repair inh 12.5%, Integrin act MD 0.0%, BCR signal inh -7.7% and A-T KAP1 phos -2.3%.
`O=C(c1cnc2sccn2c1=O)N1CCCc2ccccc21` gave Tb PFK inh -5.3%, Mito fusion act -2.3%, TSHR antagonist -0.1, Eya2 inh 5.1%, TCR activator -5.6%, ASM inhibitor -1.7%, TSG101-PTAP inh 0.9%, ELG1 repair inh 13.4%, Integrin act MD 0.3%, BCR signal inh 9.4% and A-T KAP1 phos -6.1%.
For CSc1cccc(CN2CCN(CCc3ccccc3)C(CCO)C2)c1 (stereo not given) the results were Tb PFK inh -3.5%, Mito fusion act -7.3%, TSHR antagonist 12.1, Eya2 inh 8.5%, TCR activator -3.1%, ASM inhibitor 1.7%, TSG101-PTAP inh 0.2%, ELG1 repair inh -1.8%, Integrin act MD -23.9%, BCR signal inh -17.7% and A-T KAP1 phos 9.5%.
CCc1ccc(OCC(=O)N2CCN(c3ccccn3)CC2)c(Br)c1 was read as Tb PFK inh 1.0%, Mito fusion act 5.0%, TSHR antagonist -4.2, Eya2 inh -1.7%, TCR activator 1.3%, ASM inhibitor -1.3%, TSG101-PTAP inh -1.1%, ELG1 repair inh -17.2%, Integrin act MD 18.0%, BCR signal inh 7.6% and A-T KAP1 phos 4.9%.
For COc1ccc(/C(C)=N/NC(=O)c2ccccc2N)cc1 the results were Tb PFK inh 1.6%, Mito fusion act 0.3%, TSHR antagonist 10.8, Eya2 inh 3.9%, TCR activator -1.5%, ASM inhibitor 20.0%, TSG101-PTAP inh 2.2%, ELG1 repair inh inconclusive, Integrin act MD -24.8%, BCR signal inh inconclusive and A-T KAP1 phos -0.1%.
COCC(=O)Nc1ccc(C)c(Cl)c1 was read as Tb PFK inh 2.0%, Mito fusion act 0.1%, TSHR antagonist 2.2, Eya2 inh 2.6%, TCR activator 5.1%, ASM inhibitor 6.4%, TSG101-PTAP inh 2.5%, ELG1 repair inh 14.2%, Integrin act MD -6.8%, BCR signal inh inconclusive and A-T KAP1 phos 8.5%.
`O=C(Nc1ccc([N+](=O)[O-])cc1)c1ccc(Cn2cc([N+](=O)[O-])cn2)cc1` gave Tb PFK inh -19.9%, Mito fusion act 6.4%, TSHR antagonist -21.2, Eya2 inh -2.0%, TCR activator -1.9%, ASM inhibitor -10.6%, TSG101-PTAP inh 0.8%, ELG1 repair inh inconclusive, Integrin act MD -35.5%, BCR signal inh inconclusive and A-T KAP1 phos -0.8%.
For O=c1nc2ccccc2c2n1CC(CN1CCN(c3ccc(F)cc3)CC1)N2 (stereo not given) the results were Tb PFK inh -5.1%, Mito fusion act -3.9%, TSHR antagonist 3.8, Eya2 inh -34.6%, TCR activator 0.0%, ASM inhibitor 0.4%, TSG101-PTAP inh -2.7%, ELG1 repair inh -2.7%, Integrin act MD 29.5%, BCR signal inh 1.1% and A-T KAP1 phos -0.9%.
